Screening data from PubChem BioAssay.
CR mimetic SO: caloric restriction mimetics inhibiting age-related superoxide in yeast; S. cerevisiae aged cells, superoxide DHE fluorescence; hits give low values; superoxide response (% of plate mean), % at 10 µM; 330,000 tested, 0.18% active;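 active = superoxide response under a set limit, about three screen SD below normal, cut at about 65% in these data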;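 note: yeast aged for seven days with compound at 30 °C before DHE staining; 100% = average MFI of all compound-treated wells on the plate with controls excluded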
GRK2 aptamer HTS: inhibitors of human GRK2 displacing RNA aptamer; P25098; bead flow cytometry, FAM-aptamer displacement from GRK2; inhibition of aptamer binding, % at 10 µM; 330,000 tested, 0.59% active; AID 488847;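 active = inhibition of aptamer binding above 40%, roughly 3 SD of noise, on plates passing a quality check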;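 note: median bead fluorescence of bound FAM aptamer so fluorescent compounds give negative values; no value below 0 was filed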
Target sequence (P25098 whole entry, looked up): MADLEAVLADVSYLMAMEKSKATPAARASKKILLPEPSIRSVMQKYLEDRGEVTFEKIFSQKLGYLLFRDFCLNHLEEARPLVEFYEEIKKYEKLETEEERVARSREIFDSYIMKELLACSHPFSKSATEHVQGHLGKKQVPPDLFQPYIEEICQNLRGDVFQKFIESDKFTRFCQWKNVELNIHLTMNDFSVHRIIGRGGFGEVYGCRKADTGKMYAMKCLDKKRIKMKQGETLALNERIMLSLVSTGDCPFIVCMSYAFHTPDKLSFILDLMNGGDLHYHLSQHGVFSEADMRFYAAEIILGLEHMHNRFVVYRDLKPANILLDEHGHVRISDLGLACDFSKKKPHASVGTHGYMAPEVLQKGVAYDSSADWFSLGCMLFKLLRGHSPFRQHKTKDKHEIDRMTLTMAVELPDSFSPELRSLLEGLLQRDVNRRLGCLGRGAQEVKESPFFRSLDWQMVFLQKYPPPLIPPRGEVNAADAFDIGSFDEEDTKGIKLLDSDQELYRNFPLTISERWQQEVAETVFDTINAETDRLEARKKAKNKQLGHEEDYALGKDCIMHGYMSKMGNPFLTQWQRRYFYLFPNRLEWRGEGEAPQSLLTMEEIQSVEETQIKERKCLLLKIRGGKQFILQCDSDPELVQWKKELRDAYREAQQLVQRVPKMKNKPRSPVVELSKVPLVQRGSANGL
VLA-4 inh: inhibition in a human VLA-4 binding assay. P13612. VLA-4 expressing cells, ligand binding flow cytometry. inhibition, % (about 7 µM as worked out from the volumes in the protocol). 330,000 tested, 0.2% active. AID 2557; in the data active = inhibition above about 50%
CIT2-GFP yeast: modulators of TOR pathway CIT2-GFP in S. cerevisiae; S. cerevisiae CIT2-GFP strain, flow cytometry, 3 h; 100 means same as DMSO wells; AID 2029; GFP response vs DMSO, % at 10 µM; 320,000 tested, 0.065% active;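 active = GFP response relative to DMSO above a set limit, near the screen mean plus 3 SD, cut at about 150% in these data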;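 note: ratio of well median GFP fluorescence to mean of DMSO wells on the plate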
LAP4-GFP MLPCN: modulators of TOR pathway LAP4-GFP in S. cerevisiae | S. cerevisiae LAP4-GFP multiplex, flow cytometry GFP, 3 h; median GFP as percent of DMSO wells | GFP response vs DMSO, % at 10 µM | 320,000 tested, 0.34% active;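 active = GFP response vs DMSO above a set limit, about the screen mean plus 3 SD, cut at about 150% in these data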
AGP1-GFP MLPCN: yeast TOR pathway AGP1-GFP modulation. 320,000 tested, 0.02% active. S. cerevisiae AGP1-GFP multiplex flow cytometry, 3 h; GFP as percent of DMSO wells. GFP response vs DMSO, % at 10 µM;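 active = GFP response relative to DMSO above a set limit, near screen average plus 3 SD, cut at about 150% in these data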;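 note: median GFP channel fluorescence of the gated AGP1 strain per well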
RPL19A-GFP yeast: yeast TOR pathway RPL19A-GFP modulation; percent response vs DMSO, % at 10 µM; AID 2025; S. cerevisiae RPL19A-GFP strain, flow cytometry, 3 h; hits give low values; 330,000 tested, 0.3% active;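 active = percent response vs DMSO below 50%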;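 note: median channel GFP fluorescence of the barcoded RPL19A-GFP strain; ratio of sample median GFP to plate DMSO average so 100% = DMSO; lower means less RPL19A-GFP as with rapamycin TOR inhibition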
MEP2 TOR yeast: yeast TOR pathway MEP2-GFP modulation. S. cerevisiae MEP2-GFP strain, flow cytometry GFP, 3 h; 100% = DMSO control level. AID 2016. 330,000 tested, 0.51% active. GFP response vs DMSO, % at 10 µM;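 active = GFP response versus DMSO above a set limit, roughly screen mean plus 3 SD, cut at about 180% in these data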;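 note: median GFP fluorescence of the barcode-gated MEP2-GFP cells per well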
Numbers without * were called inactive.

Sample of the layout (five entries):
SMILES	CR mimetic SO	GRK2 aptamer HTS	VLA-4 inh	CIT2-GFP yeast	LAP4-GFP MLPCN	AGP1-GFP MLPCN	RPL19A-GFP yeast	MEP2 TOR yeast
Cc1ccc(Cl)cc1N1CCN(C(=O)C2CCC(=O)N(C3CCCCCC3)C2)CC1 (stereo not drawn)	95.3	0.0	-2.7	93.5	84.3	91.5	102.2	101.3
O=C(OCc1nnc(-c2ccccc2)o1)C1=COCCO1	100.4	4.0	10.6	90.0	95.0	103.3	96.4	104.8
CC1Cc2ccccc2N1C(=O)c1cnc2ccccn2c1=O (stereo not drawn)	105.8	3.0	-2.1	109.0	95.3	101.3	101.9	94.1
COc1cccc(NC(=O)c2cnc(SC)nc2C)c1	110.2	23.0	6.3	90.3	92.9	90.3	100.5	104.8
CN(C)C(=O)c1ccc(NC(=O)CN2C(=O)NC3(CCCc4ccccc43)C2=O)cc1 (stereo not drawn)	90.8	2.0	-9.7	104.0	111.6	108.0	96.8	96.0

Results (from the top)
SMILES	CR mimetic SO	GRK2 aptamer HTS	VLA-4 inh	CIT2-GFP yeast	LAP4-GFP MLPCN	AGP1-GFP MLPCN	RPL19A-GFP yeast	MEP2 TOR yeast
Cc1ccc(Cl)cc1N1CCN(C(=O)C2CCC(=O)N(C3CCCCCC3)C2)CC1 (stereo not drawn)	95.3	0.0	-2.7	93.5	84.3	91.5	102.2	101.3
O=C(OCc1nnc(-c2ccccc2)o1)C1=COCCO1	100.4	4.0	10.6	90.0	95.0	103.3	96.4	104.8
CC1Cc2ccccc2N1C(=O)c1cnc2ccccn2c1=O (stereo not drawn)	105.8	3.0	-2.1	109.0	95.3	101.3	101.9	94.1
COc1cccc(NC(=O)c2cnc(SC)nc2C)c1	110.2	23.0	6.3	90.3	92.9	90.3	100.5	104.8
CN(C)C(=O)c1ccc(NC(=O)CN2C(=O)NC3(CCCc4ccccc43)C2=O)cc1 (stereo not drawn)	90.8	2.0	-9.7	104.0	111.6	108.0	96.8	96.0
Cc1csc(NC(=O)CSc2nc(=O)cc(N)n2-c2ccc(F)cc2)n1	98.0	0.0	5.8	96.9	86.4	90.7	90.3	100.4
C=CCOc1c(Br)cc(CNn2cn[nH]c2=S)cc1OC	92.0	0.0	0.0	99.2	95.9	104.0	101.2	94.9
CNC(=O)COc1ccc(Nc2nnc(-c3ccc(C)c(S(N)(=O)=O)c3)c3ccccc23)cc1	41.8*	0.0	5.8	101.7	94.3	98.9	104.0	107.3
Cc1cccc(NC(=S)NNC(=O)c2nn(C)cc2Cl)c1	88.7	0.0	-18.7	110.1	101.0	101.0	100.6	102.1
O=C(CN1CCC(O)(c2ccccc2F)CC1)NCCc1c[nH]c2ccccc12	90.7	0.0	6.9	92.7	97.2	95.9	96.2	100.2
CC(C)c1ccc(S(=O)(=O)N2CCC(C(=O)NCC3(N(C)C)CCCCC3)CC2)cc1	102.6	0.0	0.2	91.1	85.1	87.4	89.6	100.1
O=C1C=C(NCc2ccc(Cl)cc2)CCC1	85.7	2.0	15.8	104.2	93.1	101.8	98.5	96.7
CCOc1ccc(NC(=O)c2sc(N3CCOCC3)nc2-c2ccccc2)cc1	87.1	0.0	5.8	106.9	99.9	99.8	98.3	102.9
CC(C)NC(=O)N(C)C[C@H]1Oc2c(cccc2N(C)C)C(=O)N([C@H](C)CO)C[C@@H]1C	92.7	4.0	4.5	105.2	112.0	110.8	106.1	103.7
Cc1cc(N/N=C/c2ccccc2Br)nc2ccccc12	109.8	4.0	-7.6	90.1	98.2	99.5	102.5	99.0
Cc1cc(C)c2c(CC(=O)O)coc2c1	111.8	0.0	6.1	104.6	104.4	96.9	99.3	100.2
CCOC(=O)c1cc(-c2ccc(F)cc2)n(CC(=O)NCc2cccnc2)c1C	97.2	0.0	1.5	103.6	95.5	101.7	107.1	107.5
O=C(Nc1cccc2oc(=O)ccc12)c1ccc([N+](=O)[O-])cc1[N+](=O)[O-]	127.7	0.0	13.6	99.1	100.2	97.6	98.2	97.6
COc1cc(CCCN2C(N)=NC[C@H]2Cc2ccc(O)cc2)cc(OC)c1OC	100.2	0.0	21.7	97.9	94.2	98.7	98.8	101.4
COc1ccc(N2CCN(C(=O)CCNC(=O)c3ccccc3)CC2)cc1	83.9	2.0	11.7	90.9	102.1	99.8	96.4	104.8
COc1nnc(-c2ccccc2)s1	105.2	0.0	0.7	106.8	92.5	99.7	97.8	104.3
CCCCCc1ccc(-c2cn(Cc3ccc(C(=O)c4ccccc4)cc3)nn2)cc1	107.6	3.0	21.8	102.4	90.8	100.5	100.3	98.0
O=C(O)c1cc(O)ccc1NC(=O)c1cccc2ccccc12	116.2	1.0	-0.6	107.4	103.7	106.5	98.6	103.9
CCOC(=O)c1c(NC(=O)CC)sc2c1CCN(Cc1ccccc1)C2	115.1	2.0	-13.1	109.4	113.0	105.1	106.5	95.5
COC(=O)c1sccc1NC(=S)Nc1ccc(F)cc1	98.6	1.0	-3.0	106.1	94.9	104.4	101.4	101.1
Next part.
SMILES	CR mimetic SO	GRK2 aptamer HTS	VLA-4 inh	CIT2-GFP yeast	LAP4-GFP MLPCN	AGP1-GFP MLPCN	RPL19A-GFP yeast	MEP2 TOR yeast
Cc1nn(-c2ccccc2)c(Cl)c1C(=O)Nc1nnc(C2CCCC2)s1	96.8	0.0	38.3	94.7	103.5	98.3	100.2	99.8
CN(c1ccccc1)S(=O)(=O)c1ccc(C(=O)Nc2nnc(-c3ccc(F)cc3)o2)cc1	110.2	0.0	-4.8	100.0	86.0	94.5	95.3	90.9
Cc1cc(C(=O)NCc2ccc(F)cc2)n(-c2ccccc2)n1	96.8	3.0	4.4	94.9	112.0	104.8	100.7	101.7
COc1cccc(NC(=O)CN2CCN(S(=O)(=O)c3ccc(F)cc3)CC2)c1	98.4	3.0	9.6	98.6	99.1	99.2	101.3	101.5
O=C(Nc1cccc(C(F)(F)F)c1)c1csc(-c2ccncc2)n1	81.9	1.0	2.2	95.6	97.4	79.2	97.5	100.4
O=C(CN1CCSC1=NCc1ccccc1)c1ccc(Cl)cc1	91.2	0.0	13.8	101.8	101.1	101.6	102.6	108.2
NC(=O)c1cc(S(=O)(=O)NCc2ccccc2)cs1	91.4	4.0	1.6	103.4	98.5	98.6	101.7	100.3
O=C(NC1CCCc2c1cnn2-c1ccc(F)cc1F)c1csnn1 (stereo not drawn)	89.8	5.0	10.2	87.4	69.0	87.1	104.6	99.5
C[C@@H]1C2CC(C/C2=N\NC(=O)c2ccncc2)C1(C)C (stereo partly drawn)	101.2	0.0	8.4	100.4	102.7	105.7	105.5	108.2
Cc1cc(C)n2nc(SCC(=O)NC(=O)c3ccccc3)nc2n1	90.3	2.0	6.0	103.7	120.3	109.0	107.3	112.6
COc1ccccc1N1CCN(CCCCN2C(=O)c3ccccc3C2=O)CC1	95.2	1.0	-1.5	100.3	100.3	96.6	97.1	93.0
CC1(C)CC(=O)C(N=Nc2ccc(Cl)cc2)=C(O)C1	93.5	1.0	4.8	92.4	104.2	98.6	100.3	99.6
CCn1c(Cn2nnc(-c3ccccc3)n2)nnc1SCc1ccc(Cl)c(Cl)c1	107.5	4.0	8.5	81.0	109.4	92.1	93.8	97.3
COc1ccc(CC2(CO)COc3ccccc3C2=O)cc1 (stereo not drawn)	97.3	0.0	-9.6	89.1	119.5	105.3	97.5	96.0
C/C=C\C(=O)Nc1cccc(C2=NOC3(C2)C[C@@H](C(N)=O)N(C(=O)CCCCC)C3)c1 (stereo partly drawn)	93.5	2.0	29.4	98.4	93.7	105.4	101.5	102.1
COc1cc2c(cc1C1NC(=S)NC(C)=C1C(N)=O)CCCC2 (stereo not drawn)	154.6	0.0	5.7	100.9	95.5	99.7	104.9	108.9
O=C(Nc1ccc2oc(-c3ccccc3Cl)nc2c1)c1cncc(Br)c1	112.8	1.0	0.4	86.0	97.9	94.5	102.0	106.1
COc1cccc(C(=O)NC2CC3CCCC(C2)N3CC(=O)Nc2ccccc2)c1 (stereo not drawn)	132.3	0.0	4.5	96.3	95.0	97.5	96.6	102.9
Oc1oc(-c2ccco2)nc1C=Nc1cccc(Cl)c1	96.1	22.0	13.2	90.3	109.2	94.4	92.7	102.7
C[C@H](CO)N1C[C@H](C)[C@@H](CN(C)C)Oc2c(NS(=O)(=O)c3ccc(F)cc3)cccc2C1=O	96.4	1.0	12.0	94.5	90.2	92.1	99.3	94.0
CCOC(=O)Nc1ccc(Cc2ccncc2)cc1	97.8	0.0	3.5	92.6	88.1	99.5	94.5	96.3
Cc1ccc(N(CC(=O)N/N=C/c2cccs2)S(C)(=O)=O)cc1	111.2	1.0	8.3	105.8	95.6	101.7	108.1	95.9
COc1ccc(N(CC(=O)NCCc2ccccc2)C(=O)CCC(=O)Nc2ccccn2)cc1	95.8	0.0	9.9	102.3	98.4	103.3	103.2	105.5
O=C(NCCCc1ccccc1)c1ccc(Br)o1	101.3	1.0	11.1	85.1	99.4	92.7	96.3	87.5
COc1ccc(NC(=O)CSc2nnc(C)n2C2CC2)cc1S(=O)(=O)N1CCOCC1	102.2	0.0	-4.9	81.2	88.8	91.2	88.1	95.4
(further entries)
SMILES	CR mimetic SO	GRK2 aptamer HTS	VLA-4 inh	CIT2-GFP yeast	LAP4-GFP MLPCN	AGP1-GFP MLPCN	RPL19A-GFP yeast	MEP2 TOR yeast
O=C(Cn1cnc2cc([N+](=O)[O-])ccc2c1=O)Nc1ccccc1-c1ccccc1	104.6	0.0	14.9	110.1	102.8	100.2	96.0	97.1
Cc1ncsc1CCC(=O)N1CCCC(Nc2ccc(F)c(F)c2)C1 (stereo not drawn)	105.0	0.0	7.3	103.9	103.1	99.5	101.7	99.9
O=S(=O)(Nc1nccs1)c1ccc(NS(=O)(=O)c2cccs2)cc1	105.5	2.0	-21.9	101.9	91.7	104.9	99.4	94.1
O=C(CCCn1c(=S)[nH]c2cc3c(cc2c1=O)OCO3)NCCc1ccccc1Cl	124.4	3.0	-2.9	104.7	100.0	109.0	106.3	108.8
CC(=O)c1ccc(N2C(=O)C3C4C=CC(CC4)C3C2=O)cc1 (stereo not drawn)	107.0	2.0	-6.8	98.9	97.2	94.5	106.5	106.5
COc1ccc(-c2[nH]c(-c3cccc(OC)c3)nc2SCC(=O)NC2CCCC2)cc1	98.9	2.0	-5.6	96.1	98.2	103.2	98.8	98.9
OCCn1c(SC2CCCCC2)nc2ccccc21	97.5	0.0	0.7	99.0	98.7	95.5	92.3	94.3
Cc1ccccc1S(=O)(=O)Cc1ccc(C(=O)NC2CCCCC2)o1	101.7	0.0	7.4	103.5	92.9	97.7	97.9	96.0
Oc1cccc(/C=C/c2ccc3cccc(O)c3n2)c1	105.0	7.0	-11.2	103.2	105.8	98.2	101.9	100.4
CCC(C)[C@H](NC(=O)OC(C)(C)C)C(=O)N/N=C/c1cccc2nccnc12 (stereo partly drawn)	93.5	0.0	18.2	94.9	93.8	97.8	91.4	97.2
Cc1ccccc1C(=O)NCC(=O)Nc1ccc(C)c(S(=O)(=O)N2CCCCCC2)c1	96.6	1.0	-5.4	106.1	106.4	111.7	104.2	105.0
CCOC(=O)CCCC(=O)N1CCOCCOCCN(C(=O)CCCC(=O)OCC)CCOCCOCC1	105.5	0.0	0.0	107.3	121.7	99.1	98.8	105.4
CCN1CCn2c3c(c4cc(Cl)ccc42)CCCC31 (stereo not drawn)	108.7	0.0	13.1	88.9	107.0	95.2	94.7	123.0
CCOc1cc(-c2sc(Nc3ccc(CC)cc3)n[n+]2-c2ccccc2)ccc1OC	103.1	0.0	28.2	109.4	129.2	96.6	104.7	102.9
O=C(O)CCC(=O)N1CCc2cc(S(=O)(=O)N(CCc3ccccc3)Cc3ccccc3)ccc21	118.6	19.0	-6.5	90.3	105.0	96.3	96.2	98.8
